# L929 necroptosis – L929 zVAD cell death inhibition. L929 zVAD necroptosis rescue, ATP luminescence, 24 h; with zVAD 60 µM. viability rescue, % at 10 µM. 0.38% of 220,000 active. AID 1377;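 active means activation, scaled between plate controls, above about 75%, limit read from the data; inactive means activation under that limit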;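 further: 0% = zVAD with DMSO and 100% = DMSO alone without zVAD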
# EBV gp42 inh – inhibitors of Epstein-Barr virus glycoprotein 42; Q1HVG2; Fluorescence polarization binding assay, mP read-out; inhibition, % (tested at 21.74 µM); 0.42% of 220,000 active; AID 1085; in the data active means inhibition above about 50%
# Target sequence (Q1HVG2 whole entry, looked up): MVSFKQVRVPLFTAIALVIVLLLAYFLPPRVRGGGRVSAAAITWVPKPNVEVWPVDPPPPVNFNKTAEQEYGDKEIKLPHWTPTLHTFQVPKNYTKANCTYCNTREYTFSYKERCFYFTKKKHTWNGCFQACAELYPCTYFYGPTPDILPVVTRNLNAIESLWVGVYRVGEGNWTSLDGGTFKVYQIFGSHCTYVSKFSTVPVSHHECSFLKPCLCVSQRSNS
# Rad51 HR inh – Rad51 (human) homologous recombination inhibition | hRad51 DNA strand exchange, fluorescence dequenching | inhibition, % at 10 µM | 0.085% of 200,000 active;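 active means inhibition above 40% at the single screening dose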;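 further: 0% = DMSO control wells and 100% = blanks with heterologous ssDNA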
# Target sequence (Q06609 whole entry, looked up): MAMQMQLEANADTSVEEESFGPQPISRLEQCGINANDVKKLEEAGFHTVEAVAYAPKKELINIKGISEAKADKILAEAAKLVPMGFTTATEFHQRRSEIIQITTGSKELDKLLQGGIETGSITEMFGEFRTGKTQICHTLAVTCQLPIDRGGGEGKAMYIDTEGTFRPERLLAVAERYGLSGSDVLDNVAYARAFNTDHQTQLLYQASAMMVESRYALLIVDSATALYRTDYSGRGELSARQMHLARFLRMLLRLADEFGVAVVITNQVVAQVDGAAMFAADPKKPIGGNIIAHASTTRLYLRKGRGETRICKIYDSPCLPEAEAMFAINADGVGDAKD
#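 Test system: preformed human Rad51 ssDNA filaments. Compound dosing: single dose, 10 µM final compound. Incubation: filaments 15 min 37 °C, then compound 30 min. Technique: FRET fluorescence dequenching, excitation 485 nm, emission 520 nm. Read-out basis: percent inhibition from fluorescence, normalised to plate control and blank means. Benchmarks: plate controls and plate blanks.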
# m-calpain inh – inhibitors of pig calpain II; purified calpain II, fluorogenic peptide substrate, 30 min; inhibition, % at 16 µM; 0.37% of 220,000 active; AID 1236;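 active means inhibition above about 50%, limit read from the data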
# eIF4E 4G PPI – blocks eIF4E binding to eIF4G; P63073+Q04637; AID 782; TR-FRET eIF4E-eIF4GI(517-606) binding, 2 h; inhibition, % at 21.7 µM; 0.37% of 220,000 active;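 active means inhibition above about 30%, limit read from the data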;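 further: 0% = full FRET control wells and 100% = background wells lacking eIF4GI fragment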
# PERK inh – human PERK inhibition, primary cell-based screen; CHO PERK-DD fusion, SEAP luminescence translation reporter; inhibition, % at 5.6 µM; 0.17% of 220,000 active;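 active means inhibition above the mean inhibition of all tested compounds plus 3 SD, set separately per screening campaign, cut at about 2.9% in these data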;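 further: PERK kinase domain activated by AP20187 dimerizer at 100 nM; 0% = DMSO with dimerizer and 100% = rapamycin at 8.4 µM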
# TNF death inh – blocks TNF-alpha induced death of Jurkat FADD-/- cells | 0.068% of 220,000 active | activation (protection from cell death), % at 10 µM | Jurkat FADD-/- TNF necroptosis rescue, ATP luminescence, 24 h; 0 = TNF only, 100 = no-TNF cells;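 active means activation, meaning protection from cell death, of at least 50% relative to plate controls; inactive means activation below 50%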;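 further: necroptosis triggered by 40 ng/mL TNF-alpha added together with compound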
# Cl transport mod – modulates chloride dependent transport by human KCC2; KCC2 cells, thallium flux FluoZin-2 fluorescence; Q9H2X9; B-score of Tl+ flux slope (higher = more flux/activation; lower = inhibition) at 10 µM; 2.2% of 190,000 active;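 active means thallium flux slope and its plate-corrected score both differing from the plate sample mean at a set confidence after two filtering rounds, in either direction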;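 further: slope of fluorescence scaled to starting intensity during 10 to 20 s after thallium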
# Mdm2 ligase inh – Mdm2 E3 ligase (human) inhibition; Q00987; cell-based MDM2 ubiquitination luciferase reporter, 2 h; 0 = plate control, 100 = twice control, blank-subtracted; signal enhancement, % at 5 µM; 0.11% of 210,000 active; AID 1230;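 active means signal enhancement of 30% or more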;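 further: luminescence tracks abundance of the self-degrading MDM2-luciferase fusion protein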
# Target sequence (Q00987 whole entry, looked up, the tested form may be a part): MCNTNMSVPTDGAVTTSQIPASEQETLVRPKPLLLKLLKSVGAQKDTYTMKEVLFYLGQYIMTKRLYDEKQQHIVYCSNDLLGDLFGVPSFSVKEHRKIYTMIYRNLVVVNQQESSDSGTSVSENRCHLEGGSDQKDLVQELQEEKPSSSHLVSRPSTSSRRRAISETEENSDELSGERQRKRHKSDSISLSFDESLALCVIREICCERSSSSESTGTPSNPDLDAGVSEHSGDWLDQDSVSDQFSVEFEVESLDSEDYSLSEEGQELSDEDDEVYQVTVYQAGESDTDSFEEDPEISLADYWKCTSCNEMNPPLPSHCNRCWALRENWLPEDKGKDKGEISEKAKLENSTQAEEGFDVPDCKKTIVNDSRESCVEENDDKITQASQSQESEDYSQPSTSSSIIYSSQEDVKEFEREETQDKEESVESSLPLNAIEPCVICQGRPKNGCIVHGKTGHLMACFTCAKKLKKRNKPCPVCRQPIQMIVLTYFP
#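 Assay system: stable mammalian line carrying autodegrading MDM2–luciferase fusion reporter; amount: 2000 cells seeded into each well; buffer or medium: DMEM; benchmarks: plate control and blank wells; signal: luciferase luminescence; timing: 2 h compound exposure at 37 °C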
# * = called active by the depositor; . = not tested or not shown; [ ] = remark or other dose.
item	structure	EBV gp42 inh	TNF death inh	Cl transport mod	Mdm2 ligase inh	PERK inh	L929 necroptosis	eIF4E 4G PPI	Rad51 HR inh	m-calpain inh
1	CC1(C(=O)NCC2CCCO2)Oc2cccnc2NC1=O (stereo unspecified)	-15.5	0.8	.	-11.4	0.4	0.1	0.7	.	21.7
2	Cc1cc(C)n2nc(SCCC(=O)NCc3ccccc3)nc2n1	4.3	0.1	0.364	-9.0	0.6	-0.3	1.7	2.4	10.1
3	Nc1cc([N+](=O)[O-])ccc1Nc1ccc(O)cc1	-14.6	-9.8	.	.	1.1	-0.1	3.4	3.5	-20.7
4	CSc1nc(N)c2c3c(sc2n1)COC(C(C)C)C3 (stereo unspecified)	-20.7	0.9	0.928	-11.0	-0.6	0.7	-6.9	4.0	1.9
5	N/C(=N\OC(=O)/C=C/c1ccccc1)c1ccccc1	0.9	-3.2	0.825	-42.4	0.8	-0.1	-0.6	6.5	-13.5
6	Cc1cc(C)c(O)c(-c2cc(C(=O)Nc3cccnc3)[nH]n2)c1	1.7	-4.5	0.631	-5.4	-0.9	1.0	-1.1	-2.5	-42.8
7	c1ccc(-c2nnnn2CCOCCn2nnnc2-c2ccccc2)cc1	-12.1	0.5	0.389	-6.7	-1.1	1.6	2.6	0.8	26.1
8	O=S(=O)(NCc1ccc(F)cc1)c1cccc(S(=O)(=O)N2CCOCC2)c1	-10.9	0.7	-0.666	-9.1	-0.1	-0.3	-3.1	-0.3	26.3
9	Cn1cccc1Cc1nnc(SCC(=O)NC2CCCCC2)n1CCc1ccccc1	-11.7	0.3	0.416	-3.2	0.3	1.8	-10.3	-7.4	1.9
10	Cc1ccc(-n2c(C)cc(C(=O)CSc3nncs3)c2C)cc1	-0.5	-8.7	-2.22	-90.4	-0.5	-1.2	1.2	0.6	24.7
11	Cc1occc1-c1nnc(SCC(=O)Nc2ccccc2)n1C	-16.9	0.8	0.283	10.8	0.1	-0.2	-6.4	0.1	-24.8
12	COC(=O)C1(C(=O)OC)Sc2ccccc2C1=O	-15.6	-0.7	0.651	2.5	0.3	2.2	-3.9	-8.4	-64.7
13	Cc1ccc(NC(=O)COC(=O)C2(c3ccc(Cl)cc3)CCCC2)cc1	-6.9	3.4	-0.154	.	-0.1	-0.1	-3.1	.	36.8
14	Cc1nc(-c2ccncc2)sc1C(=O)Nc1ccc(Br)cc1	0.8	0.3	0.0233	-3.1	0.9	2.1	-1.0	2.5	-1.5
15	O=C(Nc1ccc(-c2cn3ccsc3n2)cc1)C1CCCC1	-38.8	-2.1	.	-5.8	-0.3	12.9	-1.4	-2.5	-7.9
16	Oc1csc(Cc2nc(-c3ccccc3F)cs2)n1	-16.0	-0.1	0.894	-43.0	1.7	0.1	-2.9	-20.3	-20.6
17	Cc1ccc(Cl)cc1NC(=O)C1CC(=O)Nc2ncnn21 (stereo unspecified)	-18.2	0.2	.	.	1.4	0.2	-5.8	4.3	-8.4
18	Cc1c(C(=O)NCc2ccccc2)oc2c1C(=O)CCC2	-4.5	0.6	-0.158	.	-0.4	0.6	2.6	-6.0	-12.8
19	O=C(CSc1ccc(-c2cccnc2)nn1)c1ccc([N+](=O)[O-])cc1	1.9	-0.5	-1.71	-13.6	-0.6	1.1	-0.5	1.3	-82.6
20	COc1ccc(Nc2ncc(C#N)c(N)n2)c(OC)c1	-10.9	3.1	-0.283	-3.0	0.3	1.2	3.5	11.2	2.4
21	CN(C)C(=O)c1ccc(-c2cc(C(F)(F)F)n(C)n2)s1	-14.1	-1.3	0.168	-19.1	0.3	0.5	2.6	-19.1	20.7
22	CCn1c(CSc2nc(C)cc(C)n2)nnc1SCC(=O)Nc1cccc2ccccc12	-5.5	2.4	-1.2	13.6	-0.4	-0.7	-17.9	4.3	-11.2
23	COc1ccc(N(CC(=O)NCc2ccccc2)C(=O)CCC(=O)Nc2cc(C)ccn2)c(OC)c1	-6.4	1.4	.	.	-0.1	-0.5	88.2*	13.5	12.4
24	CNC(=S)NCc1ccc2[nH]c3c(c2c1)CCCC3	4.8	-2.8	-0.0528	-4.7	2.3	1.8	-2.0	26.5	-16.2
25	COC(=O)/C=C1\S/C(=N/N=C/c2ccco2)NC1=O	-9.6	-0.2	1.04	-15.2	0.8	-0.3	-1.4	1.6	25.6
26	COc1ccc(C(=O)Cc2ccc(OC)c(OC)c2)c(OC)c1	0.6	-3.0	-1.64	-24.0	-0.9	-0.8	10.1	-8.0	15.3
27	CCC(C)NC(=O)CSc1nnc(-c2cc(-c3ccc(C)cc3)nc3ccccc23)n1N (stereo unspecified)	10.3	-0.6	-0.00108	-22.0	-2.6	-1.1	2.6[fluorescence artefact?]	4.9	-189.5
28	Cc1cccc(CN2CCN(Cc3ccc4nonc4c3)CC2CCO)n1 (stereo unspecified)	-1.4	-0.2	.	-6.3	0.9	0.0	0.7	8.7	16.1
29	CCc1ccc(N2CC(C(=O)N/N=C/c3cccc([N+](=O)[O-])c3)CC2=O)cc1 (stereo unspecified)	-14.3	-7.8	0.345	-11.5	0.8	0.0	1.3	0.3	3.6
30	O=c1c2cnn(-c3ccccc3)c2nc(-c2cccs2)n1-c1ccc(Br)cc1	-14.3	-0.7	-0.352	-6.2	1.4	1.2	1.2	-6.8	-176.3

# Part of the list above in order of length of the SMILES, ascending:
item	structure	EBV gp42 inh	TNF death inh	Cl transport mod	Mdm2 ligase inh	PERK inh	L929 necroptosis	eIF4E 4G PPI	Rad51 HR inh	m-calpain inh
6	Cc1cc(C)c(O)c(-c2cc(C(=O)Nc3cccnc3)[nH]n2)c1	1.7	-4.5	0.631	-5.4	-0.9	1.0	-1.1	-2.5	-42.8
13	Cc1ccc(NC(=O)COC(=O)C2(c3ccc(Cl)cc3)CCCC2)cc1	-6.9	3.4	-0.154	.	-0.1	-0.1	-3.1	.	36.8
30	O=c1c2cnn(-c3ccccc3)c2nc(-c2cccs2)n1-c1ccc(Br)cc1	-14.3	-0.7	-0.352	-6.2	1.4	1.2	1.2	-6.8	-176.3

# Additional compounds follow.
item	structure	EBV gp42 inh	TNF death inh	Cl transport mod	Mdm2 ligase inh	PERK inh	L929 necroptosis	eIF4E 4G PPI	Rad51 HR inh	m-calpain inh
31	CSc1nnc(SCC#N)s1	-2.2	-1.1	1.36	-13.9	0.3	-0.4	-3.0	16.9	31.5
32	CCOC(=O)C1CCCN(c2c(NCCc3ccc(Cl)cc3)c(=O)c2=O)C1 (stereo unspecified)	2.0	0.2	-1.14	-7.0	0.1	-0.1	0.0	.	-22.0
33	CCOC(=O)CC1C(=O)NCCN1C(=O)c1cccc(C(F)(F)F)c1 (stereo unspecified)	-8.3	-0.8	0.349	19.3	0.8	-0.2	-3.7	0.9	-9.8
34	Cc1cc(C)nc(SCc2cc(=O)c(OC(=O)c3ccc(S(=O)(=O)N4CCCC4)cc3)co2)n1	-3.4	-1.4	-0.626	0.0	1.2	-0.3	4.9	-9.2	5.5
35	Cc1ccc(NC(=O)c2ccco2)c([N+](=O)[O-])c1	-6.6	-3.7	.	-1.6	0.3	-0.1	1.2	.	26.7
36	C=C(C)Cn1c(COc2ccccc2)nnc1SCC(=O)O	-2.6	0.2	.	-17.5	1.9	1.9	5.2	3.3	10.1
37	CCc1sc(C(=O)NCCc2ccc(S(N)(=O)=O)cc2)cc1Br	-9.3	2.2	-1.05	-9.0	0.2	10.0	2.5	1.7	-4.2
38	N#Cc1cccnc1Nc1ccc(Cl)cc1	-0.6	0.4	0.153	-3.8	0.7	0.0	0.6	0.3	-16.4
39	O=C(O)c1cn(-c2ccccc2)nc1-c1cccnc1	-2.2	1.2	.	2.9	1.6	0.3	-5.3	-1.3	1.9
40	O=C(Nc1ccc(Cl)cc1)C(c1ccccc1)N1CCOCC1 (stereo unspecified)	2.3	0.9	-0.00552	-5.5	0.6	0.1	-5.5	10.3	-18.8
41	Cc1n[nH]c(C)c1S(=O)(=O)N(CC(=O)Nc1ccc2c(c1)OCCO2)c1ccc(C(C)C)cc1	6.6	-1.4	-5.13*	-9.9	-0.2	-0.8	-0.3	2.6	-7.5
42	CC(C)(C)NC(=O)Cn1c(=O)oc2cc(S(=O)(=O)N3CCc4ccccc43)ccc21	-13.1	2.7	0.369	-17.8	-0.1	1.2	-0.9	-5.3	-16.3
43	O=C1CC(NNC(=O)c2ccccc2)C(=O)N1 (stereo unspecified)	-3.0	-0.2	0.889	-15.8	1.0	0.0	3.0	3.5	2.5
44	CCOC(=O)c1cnc2c(OC)cccc2c1N1CCN(c2ccc(OC)cc2)CC1	2.6	-3.3	-0.0641	-2.4	-0.8	0.3	-7.6	-2.3	3.9
45	CCOC(=O)N1CCC(NC(=O)CSCc2nc(-c3ccc(OC)c(OC)c3)oc2C)CC1	-3.6	-0.3	-0.755	12.1	-0.1	0.0	2.0	-8.3	-3.5
46	Fc1ccc(-c2onc3ccc(C4OCCO4)cc23)cc1	27.1	0.2	0.6	1.2	1.0	63.3	0.7	-12.5	-27.4
47	CC(C)Sc1nnc2n(CCc3ccccc3)c(=O)c3c4c(sc3n12)COC(C)(C)C4	.	-1.8	0.215	.	0.2	0.8	.	-6.1	.
48	C=CCNc1nc(Cl)nc(Nc2ccc(OC)cc2OC)n1	-30.5	0.8	-1.16	1.4	0.5	1.8	1.0	5.9	-5.7
49	COc1ccccc1CC1(C)NC(=O)N(CC(=O)N2CC(C)OC(C)C2)C1=O (stereo unspecified)	-55.2	0.2	.	5.2	1.2	0.3	-5.0[fluorescence artefact?]	2.6	21.0
50	Cc1ccc(OCC(=O)OC2CCS(=O)(=O)C2)cc1 (stereo unspecified)	-13.2	-1.9	.	-1.9	0.3	-0.1	-13.5	-4.9	-5.0
51	CC(C)CC(=O)Nc1ccc(Oc2ccc(NC(=O)CC(C)C)cc2)cc1	-16.4	0.2	0.952	11.0	0.7	-0.7	1.8	-0.9	-8.6
52	C/C=C/c1ccc(OCCCNC2CCCC2)c(OC)c1	-6.1	1.0	-0.25	-15.1	-0.4	-0.6	3.6	0.6	16.8
53	CC1CC(=O)Nc2ccccc2N1C(=O)Nc1ccc(F)cc1F (stereo unspecified)	-9.8	-1.9	-0.137	1.3	2.1	1.0	-1.0	15.2	-17.9
54	Cc1c(NC(=O)CN2C(=O)c3cccc4cccc2c34)c(=O)n(-c2ccccc2)n1C	-8.0	-0.3	-0.375	-13.9	0.9	-0.2	3.2	-3.9	-78.7
55	CCCn1c(SCC(=O)C(C)(C)C)nc2ccccc21	-9.5	6.2	-0.015	-17.2	-0.3	-0.1	0.9	0.0	-1.0
56	CCOC(=O)N1N=C(CC)CC1(O)C(F)(F)F (stereo unspecified)	-13.3	0.6	0.806	-6.5	1.5	2.4	0.4[fluorescence artefact?]	-7.1	-13.3
57	CC(C)c1ccc(NC(=O)NCc2ccc(F)cc2)cc1	-7.2	2.4	-0.425	-5.7	1.2	72.1	-5.0	7.3	4.8
58	Cc1ccc(C)c(NC(=O)c2cc(-c3ccccc3)nn2-c2ccccc2)c1	-25.6	1.5	0.153	.	-0.7	1.8	3.4[fluorescence artefact?]	.	35.6
59	S=c1[nH]nc(COc2ccc(Cl)cc2)o1	-7.7	2.0	-6.06*	-13.4	-0.9	3.6	1.7[fluorescence artefact?]	-1.1	-14.6
60	O=C(Nc1cccc(-c2csc(Nc3ccc(Cl)cc3)n2)c1)c1cccc(C(F)(F)F)c1	-11.9	4.8	-0.781	19.5	.	2.4	-1.4	3.1	-23.4

# Assay outcomes deposited in PubChem by several laboratories.
